# Source: PubChem
# D1 ag = agonists of human D1 dopamine receptor. HEK293 T-REx D1 cells, calcium flux, agonist mode. activation, % at 2 µM. 360,000 compounds, 1% hits. AID 504660; note: 0% is about no effect
#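 Agonism was scored from calcium flux recorded over 180 s (1 read/s) after pintool compound addition, following a 10-cycle baseline. Cells were inducible force-coupled HEK293 TREx D1, plated overnight at 30 C and loaded with no-wash calcium dye.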
# RXFP1 antagonist = antagonists of human relaxin receptor RXFP1. Q9HBX9. HEK293-RXFP1, relaxin-stimulated cAMP HTRF, 30 min; stronger effect = lower value. activity change, negative = inhibition, % at 57.5 µM. 350,000 compounds, 0.59% hits;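 active = activity change of -60% or lower, but not beyond a set lower limit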; note: % is set by controls: 0 for no effect and ±100 for the full control effect
# D1 antagonist = antagonists of human D1 dopamine receptor. HEK293 TREx D1 cells, calcium flux, dopamine EC80; stronger effect = lower value. P21728. 360,000 compounds, 3.2% hits. AID 504652. activity change, negative = inhibition, % at 10 µM; in the data active = activity change below about -30%; note: % is set by controls: 0 for no effect and ±100 for the full control effect
#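 Calcium flux readout: force-coupled, inducible Hek293 Trex D1 line, cells induced overnight at 30 C with tetracycline, dye-loaded 30–90 min at RT. Antagonism scored against EC80 dopamine challenge given 180 s after compound.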
# D1 potentiator = potentiators of human D1 dopamine receptor; AID 504651; 360,000 compounds, 0.036% hits; HEK293 TREx D1 cells, calcium flux, dopamine EC20 potentiation; P21728; potentiation, % at 10 µM; in the data active = potentiation above about 30%; note: 0% is about no effect
# D2 antag = antagonists of human D2 dopamine receptor; 340,000 compounds, 2% hits; AID 485344; inhibition, % at 10 µM; HEK293 TREx D2 cells, calcium flux, dopamine EC80; in the data active = inhibition above about 30%; note: 0% is about no effect
# Target sequence (P14416 whole entry, looked up): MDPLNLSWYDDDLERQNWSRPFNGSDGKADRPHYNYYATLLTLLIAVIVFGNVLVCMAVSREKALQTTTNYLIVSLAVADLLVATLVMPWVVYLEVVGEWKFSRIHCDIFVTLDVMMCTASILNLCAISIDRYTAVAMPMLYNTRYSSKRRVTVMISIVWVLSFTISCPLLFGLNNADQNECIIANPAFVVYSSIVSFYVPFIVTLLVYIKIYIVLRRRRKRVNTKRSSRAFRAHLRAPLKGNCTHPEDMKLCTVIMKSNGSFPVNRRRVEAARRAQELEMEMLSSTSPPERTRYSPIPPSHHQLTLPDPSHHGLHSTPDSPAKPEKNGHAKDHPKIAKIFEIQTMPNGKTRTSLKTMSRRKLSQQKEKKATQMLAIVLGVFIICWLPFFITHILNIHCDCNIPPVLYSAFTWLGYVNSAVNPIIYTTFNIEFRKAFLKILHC
#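 Read-out: kinetic calcium fluorescence (1 cycle/s) in inducible HEK293 T-REx D2 cells after an EC80 dopamine addition that followed 180 s compound preincubation. Loss of the dopamine response indicates antagonism.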
# TRHR enhancer = TRH receptor (human) allosteric enhancement. P34981. TRHR cells, fluo-8 calcium fluorescence, EC20 TRH enhancement. enhancement, % at 2 µM. 360,000 compounds, 0.66% hits. AID 493056; in the data active = enhancement above about 30%; note: 0% is about no effect
# Target sequence (P34981 whole entry, looked up): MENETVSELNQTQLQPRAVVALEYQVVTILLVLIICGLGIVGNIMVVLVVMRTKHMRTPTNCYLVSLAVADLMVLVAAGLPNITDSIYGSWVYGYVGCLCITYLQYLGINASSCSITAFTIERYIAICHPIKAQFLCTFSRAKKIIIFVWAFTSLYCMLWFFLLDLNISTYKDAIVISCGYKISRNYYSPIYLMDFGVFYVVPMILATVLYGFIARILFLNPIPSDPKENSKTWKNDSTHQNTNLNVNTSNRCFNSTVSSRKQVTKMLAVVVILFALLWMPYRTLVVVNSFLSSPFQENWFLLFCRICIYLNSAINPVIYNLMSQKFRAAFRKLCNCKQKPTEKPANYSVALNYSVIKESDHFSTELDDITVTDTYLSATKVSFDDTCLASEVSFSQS
#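 TRHR-expressing cells loaded with fluo-8 calcium dye were read kinetically (ex 480/em 530) during compound addition, then stimulated with an EC20 of TRH (10 nM final). Enhancement of the Gq-mediated intracellular calcium response was scored.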
# TRHR ag = agonists of human TRH receptor; TRHR cells, calcium flux fluo-8, FDSS agonist mode; activation, % at 2 µM; 360,000 compounds, 0.18% hits; AID 493084; note: 0% is about no effect
#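 In this calcium-flux screen, cells bearing human TRHR are dye-loaded with fluo-8, baselined for 10 cycles, then exposed to library compounds; positive kinetic calcium responses during the agonist phase mark hits, with TRH as control.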
# D2 potentiator = positive allosteric modulators of human D2 dopamine receptor; HEK293 T-REx D2, calcium flux, EC20 dopamine potentiation; 340,000 compounds, 0.34% hits; AID 485347; potentiation, % at 10 µM;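 active = potentiation over 3 SD above the plate norm, cut at about 30% in these data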; note: 0% is about no effect
#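 Tetracycline-induced Hek293 Trex D2 cells, force-coupled to calcium, loaded with no-wash calcium dye. Compound added with 180 s kinetic read for agonism, then EC20 dopamine and a further 180 s read for potentiation.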
# D2 ag = D2 dopamine receptor (human) agonism; 340,000 compounds, 0.53% hits; AID 485358; activation, % at 2 µM; HEK293 T-REx D2 cells, calcium flux agonist mode; P14416;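 active = activation over 3 SD above normal in the single-dose calcium agonist read, cut at about 30% in these data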; note: 0% is about no effect
#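 Agonism scored from kinetic calcium signal (1 read/sec, 180 s) following compound pin transfer, after a 10 s baseline. Cells: HEK293 Trex line expressing inducible D2 receptor coupled to calcium, dye-loaded after overnight culture at 30 C.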
# * marks the source's active call; other numbers are inactive results; nt = no result given. Cut-off read from the data, not from the text of the source, unless noted: active = activation above about 30%; inactive = the rest.
no.	Molecule	D1 ag	RXFP1 antagonist	D1 antagonist	D1 potentiator	D2 antag	TRHR enhancer	TRHR ag	D2 potentiator	D2 ag
1	CC(c1ccccc1)N(C)CC(=O)NC(=O)NCCC1=CCCCC1 (stereo not drawn)	4	-11	52	-3	2	7	0.0	7	-0.7
2	COc1ccc(/C=N/NC(=S)SC)cc1OC	1	-16	16	9	3	0	0.6	7	3.7
3	COc1ccc(N(CC(=O)NCc2ccccc2OC)S(=O)(=O)c2ccccc2)cc1	6	-24	6	-7	1	0	0.1	2	-0.1
4	O=C(NN1C(=O)/C(=C/c2cc([N+](=O)[O-])ccc2O)SC1=S)c1ccccc1O	3	nt	24	3	-2	3	0.0	-9	0.8
5	COc1ccc(N2CCN(Cc3ccc(Br)s3)CC2)cc1	1	-13	9	2	-13	4	-0.5	9	0.2
6	COc1ccc(NC(=O)c2cc(OC)c(OC)cc2OC)c(S(=O)(=O)N2CCOCC2)c1	3	-26	3	-5	-11	-3	0.2	-5	0.7
7	COc1ccccc1CNS(=O)(=O)c1cc(C(=O)NCc2ccccn2)c(Cl)cc1Cl	5	-4	-10	-4	-3	-3	-0.8	1	-0.2
8	Cc1cc(C)cc(NC(=O)c2ccc(S(=O)(=O)NCc3cccnc3)cc2)c1	2	13	2	-5	8	0	0.3	-2	-1.3
9	Cc1cc([N+](=O)[O-])ccc1NCc1ccccc1[N+](=O)[O-]	2	-17	-15	-5	24	-8	-2.1	0	0.3
10	CC(C(=O)NC1CCCCCC1)n1cc([N+](=O)[O-])cn1 (stereo not drawn)	2	-13	-3	nt	-5	4	-1.9	6	-0.5
11	CS(=O)(=O)N(CC(=O)N1CCN(c2cccc(Cl)c2)CC1)c1ccccc1	2	15	4	9	3	-4	0.5	-1	-0.2
12	O=C(CNC(=O)c1ccc(Cl)cc1)OCC(=O)c1ccccc1	4	-2	-9	-1	-6	1	-1.5	-7	-0.7
13	N#Cc1ccccc1NC(=O)Nc1cccc(Cl)c1	1	2	-6	-1	-6	-3	0.2	-21	0.2
14	COc1ccc(NC(=O)c2ccccc2SC)cc1	0	4	-29	-1	1	1	-0.9	9	-2.6
15	CCOC(=O)c1c(S(=O)(=O)N2CCN(c3ccc(C(C)=O)cc3)CC2)c(C)n(C)c1C	1	6	-14	1	-5	17	-0.3	9	0.0
16	COc1cc(C2C=C(C(=O)O)Nc3ncnn32)ccc1O (stereo not drawn)	4	nt	-10	-3	nt	5	0.9	1	0.6
17	COC(=O)c1ccc(NC(=O)CCNS(=O)(=O)c2cccc3nonc23)cc1	1	-4	-14	-4	-5	-6	-0.2	-8	0.0
18	Cc1cc(Cl)c(OCCOCCN2CCC(C)CC2)c(Br)c1	34*	-28	7	-14	15	5	0.2	-20	0.0
19	C=CCNC(=O)C(=O)c1c(-c2ccccc2)[nH]c2ccccc12	-2	-8	-2	-6	26	0	-0.4	-2	-1.6
20	COc1ccc(C(=O)NCCSc2c[nH]c3ccccc23)cc1OC	6	-14	-13	0	nt	-1	0.0	-4	-0.6
21	CN(C(=O)c1ccccc1-c1ncc[nH]1)C1CCCN(Cc2ccccc2F)C1 (stereo not drawn)	8	7	15	-9	nt	-3	0.3	nt	nt
22	CCOC(=O)c1ccc(NC(=O)Cc2noc3ccc(C)cc23)cc1	0	-27	5	-3	nt	-3	0.2	2	-0.8
23	COc1cc(/C=C/CO)cc(OC)c1O[C@@H]1O[C@H](CO)[C@@H](O)[C@H](O)[C@H]1O	-1	nt	-14	-2	-5	-2	0.2	-3	0.8
24	CNC(=S)N(Cc1cccs1)Cc1cc2ccc(OC)cc2[nH]c1=O	4	6	-6	-1	4	6	-0.1	-2	-1.7
25	CCOC(=O)c1cc(-c2ccc(OC)c(S(=O)(=O)NC3CCCCC3)c2)on1	6	-28	-26	-5	nt	-3	-0.1	-2	4.6

# Structural class, those above with an aryl thioether with sulfur outside any ring
no.	Molecule	D1 ag	RXFP1 antagonist	D1 antagonist	D1 potentiator	D2 antag	TRHR enhancer	TRHR ag	D2 potentiator	D2 ag
14	COc1ccc(NC(=O)c2ccccc2SC)cc1	0	4	-29	-1	1	1	-0.9	9	-2.6
20	COc1ccc(C(=O)NCCSc2c[nH]c3ccccc23)cc1OC	6	-14	-13	0	nt	-1	0.0	-4	-0.6

# 2 of the compounds above, with values under each structure.
# Every second line gives: D1 ag	RXFP1 antagonist	D1 antagonist	D1 potentiator	D2 antag	TRHR enhancer	TRHR ag	D2 potentiator	D2 ag
24: CNC(=S)N(Cc1cccs1)Cc1cc2ccc(OC)cc2[nH]c1=O
    4	6	-6	-1	4	6	-0.1	-2	-1.7
19: C=CCNC(=O)C(=O)c1c(-c2ccccc2)[nH]c2ccccc12
    -2	-8	-2	-6	26	0	-0.4	-2	-1.6

# Other structures.
no.	Molecule	D1 ag	RXFP1 antagonist	D1 antagonist	D1 potentiator	D2 antag	TRHR enhancer	TRHR ag	D2 potentiator	D2 ag
26	CC1CCN(CCCOc2ccc(Br)cc2Cl)CC1	52*	-11	-68*	-5	47*	-9	1.2	-34	1.7
27	Cc1cc(NC(=O)CSc2nnnn2-c2ccc(C)c(C)c2)no1	3	0	-11	-8	-18	1	1.8	-14	1.3
28	COc1ccc(NCc2cccn2-c2nnc(N3CCCCCC3)s2)cc1	0	nt	5	-7	nt	-7	-1.1	-9	-1.3
29	CCN(CC)S(=O)(=O)c1ccc(C(=O)Nc2ccc(OCC(=O)N3CCOCC3)cc2)cc1	11	-9	-1	-5	-4	1	-1.1	-10	-0.9
30	CC(=O)c1cccc(NC(=O)CN2C(=O)C3C4C=CC(C4)C3C2=O)c1 (stereo not drawn)	5	1	9	1	8	0	-0.5	0	-0.4
31	Nc1nnc(-c2ccncc2)s1	2	-6	14	3	8	2	0.7	-2	0.4
32	CCC(=O)N1CCc2cc(Br)cc(S(=O)(=O)NCc3ccco3)c21	0	12	-19	1	-12	0	-0.2	11	0.5
33	COc1ccc([C@H]2CC(=O)C=C(c3cccc(C#N)c3)C2)cc1	-1	nt	nt	3	-17	-4	0.3	-6	1.0
34	O=c1[nH]nc(SCCS(=O)(=O)c2ccc(F)cc2)n1-c1ccccc1C(F)(F)F	4	11	-9	5	-13	4	-0.5	3	1.6
35	Cc1ccc(CNC(=O)CCc2c(C)nc3c(c(C)nn3-c3ccccc3)c2C)cc1	0	0	-11	-2	nt	18	1.4	18	0.5
36	CCc1ccc(NC(=O)CSc2nc3ccccc3c(=O)n2CCC(=O)NC2CCCCC2)cc1	1	0	24	2	nt	-1	-0.1	-5	-0.4
37	CCn1c(=S)sc2c(=O)[nH]c(C)nc21	0	13	-1	-5	2	16	0.4	9	-0.9
38	Fc1ccccc1OCCCCn1cncn1	-3	2	13	-5	13	5	-0.3	0	0.5
39	CN(Cc1ccno1)Cc1cn(Cc2ccccc2)nc1-c1ccc2c(c1)OCO2	7	6	3	-1	-25	10	-2.0	9	-1.3
40	Cc1ccc(N2CCN(C(=O)c3ccccc3Br)CC2)c(C)c1	22	-17	-9	-5	3	-10	0.6	26	1.8
41	O=C(Nc1ccc(Oc2ccccc2)cc1)c1ccc(F)c(S(=O)(=O)N2CCN(c3cccc(Cl)c3)CC2)c1	2	-12	11	-1	nt	4	0.8	16	0.3
42	C/C(Cl)=C\Cn1c(NCCc2ccccc2)nc2c1c(=O)n(C)c(=O)n2C	4	6	-15	-4	6	-7	0.4	-7	1.6
43	Cn1nc(C(=O)NCCc2ccc3c(c2)OCCO3)c2ccccc2c1=O	3	-10	-14	-4	nt	22	0.1	-2	nt
44	Cc1c(CCO)sc[n+]1CC(=O)OC12CC3CC(CC(C3)C1)C2	3	-22	11	-2	-18	-2	0.0	6	0.0
45	Cc1nn(-c2ccc(F)cc2)c2sc(C(=O)OC3CCOC3=O)cc12 (stereo not drawn)	0	13	13	-3	-6	1	1.1	6	0.8
46	Cc1ccc(N2C(=O)CC(N3CCN(c4ccc(F)cc4)CC3)C2=O)c(C)c1 (stereo not drawn)	-1	-9	-21	-9	-21	-9	-0.1	-4	-0.6
47	Cc1ccc(NC(=S)N2CCC(NC(=O)c3ccc(F)cc3)CC2)cc1C	1	-13	-13	-3	-19	-6	5.7	5	2.3
48	O=C(c1cc(-c2ccccc2)nn1-c1ccccc1)N1CCN(S(=O)(=O)c2cccc(F)c2)CC1	0	-6	2	2	0	3	-0.1	-4	-0.1
49	CC(C)CC(C(=O)NC(C)(C)C)N(Cc1cccs1)C(=O)c1snc(C(N)=O)c1N (stereo not drawn)	1	-7	8	-2	1	-11	0.7	5	2.8

# Individual results from the entries so far.
# For D1 potentiator, compound 39 shows -1
# For D2 ag, compound 35 shows 0.5
# For D1 ag, compound 49 shows 1

# D1 antagonist: what is marked active above.
cpd | mol | D1 ag | RXFP1 antagonist | D1 antagonist | D1 potentiator | D2 antag | TRHR enhancer | TRHR ag | D2 potentiator
26 | CC1CCN(CCCOc2ccc(Br)cc2Cl)CC1 | 52* | -11 | -68* | -5 | 47* | -9 | 1.2 | -34

# Compounds as they come, and some 7.1% of all compounds hit somewhere here.
